Mdm2-MdmX inh: inhibitors of human Mdm2-MdmX association, primary screen, cell-based, luminescence, split luciferase, SaOS-2, uHTS | inhibition, % at 8 µM | AID 485346, 2010 | SaOS-2 split-luciferase Mdm2/MdmX complementation | hit rate 3% among 330,000;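 active = inhibition of at least 50% at 8 µM in the primary screen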
APJ agonist: agonists of human apelin receptor APJ, primary screen, CHO-K1 cells, PathHunter beta-arrestin, luminescence | P35414 | activation, % at 20 µM | 0% DMSO wells, 100% apelin | hit rate 0.11% among 330,000;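 active = activation more than six SD over the plate average, tested at 20 µM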;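 also: 0% = DMSO alone and 100% = apelin-13 at 10 nM; some results filed as inactive read as strong as hits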
Target sequence (P35414 whole entry, looked up): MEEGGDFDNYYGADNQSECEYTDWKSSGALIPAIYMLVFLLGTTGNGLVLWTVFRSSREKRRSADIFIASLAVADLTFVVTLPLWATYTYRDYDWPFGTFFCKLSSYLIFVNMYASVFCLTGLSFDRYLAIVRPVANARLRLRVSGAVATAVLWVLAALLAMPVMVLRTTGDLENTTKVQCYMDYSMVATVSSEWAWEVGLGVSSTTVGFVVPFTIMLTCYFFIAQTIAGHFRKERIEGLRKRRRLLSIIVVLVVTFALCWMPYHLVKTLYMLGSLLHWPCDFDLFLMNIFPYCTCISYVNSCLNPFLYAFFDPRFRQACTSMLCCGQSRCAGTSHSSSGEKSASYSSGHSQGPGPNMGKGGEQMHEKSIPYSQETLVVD
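assay system = CHO-K1 APJ beta-arrestin complementation cell line | input = cell density 1000 per well | dosing = compound 20 µM once, DMSO 1% | timing = compound 90 min 25 °C, reagent 1 h | measured by = luminescence from split beta-galactosidase complementation, Galacton Star/Emerald II substrate | read-out basis = APJ agonist activity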
697 NFkB inh: inhibitors of PMA/ionomycin-induced NF-kB reporter, 697 cells, primary screen, B-cell NF-kB inhibitor project, cell-based, luminescence, uHTS | inhibition, % at 4 µM | 697 B-cell NF-kB luciferase reporter, 16 h | hit rate 0.33% among 330,000; in the data active = inhibition above about 35%
XBP1 UPR activ: activators of adaptive XBP1 UPR arm, primary screen, cell-based, CHO-XBP1 luciferase reporter, luminescence, uHTS. hit rate 0.33% among 330,000. activation, % at 20 µM. IRE1-XBP1 UPR activation; percent of tunicamycin response, DMSO as zero;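 active = versus positive control, 20 µM dose yields 30% or more activation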;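 also: 100% = tunicamycin at 10 µg/mL and 0% = DMSO only wells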
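incubation = overnight seeding at 37 °C, 6 h compound treatment at 37 °C | assay system = CHO-XBP1 cells stably carrying IRE1-XBP1-driven luciferase reporter | input = 1000 cells per well | detection = luciferase luminescence | dosing = single point, 20 µM final compound, 1% DMSO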
Jurkat NFkB inh: inhibitors of induced NF-kB luciferase reporter, primary screen, TCR NF-kB activation inhibitor project, cell-based, luminescence, uHTS; Jurkat, PMA/ionomycin-induced NF-kB luciferase reporter; inhibition, % at 4 µM; hit rate 0.53% among 330,000; AID 435003, 2010; in the data active = inhibition above about 50%
tim23-1 inh: growth inhibitors of tim23-1 mutant yeast, primary screen, luminescence, uHTS; hit rate 1.3% among 330,000; inhibition, % at 20 µM; S. cerevisiae tim23-1 growth, BacTiter-Glo luminescence, 24 h; AID 463212, 2010;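 active = growth inhibition of the mutant yeast at or above 50%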;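 also: temperature-sensitive mutant grown at 25 °C; plate controls were DMSO-treated mutant yeast for no effect and medium wells lacking yeast for full effect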
APJ antag: antagonists of human apelin receptor APJ, primary screen, CHO-K1 cells, beta-arrestin complementation, luminescence | AID 2521, 2010 | P35414 | inhibition, % at 20 µM | hit rate 0.32% among 330,000;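 active = inhibition above about 40% at 20 µM, limit read from the data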;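 also: cells challenged with 10 nM apelin-13 agonist together with compound; plate controls were apelin-13 plus DMSO wells for no effect and DMSO wells lacking apelin-13 for full effect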
UPR CHOP act: activators of apoptotic CHOP UPR arm, primary screen, cell-based, CHO-CHOP luciferase reporter, luminescence, uHTS; activation, % at 10 µM; UPR activation; percent of tunicamycin response over DMSO baseline; hit rate 0.34% among 330,000; AID 449763, 2010;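 active = at 10 µM dose, activation of 40% or more, normalized to positive control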;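 also: 100% = tunicamycin at 10 µg/mL and 0% = DMSO alone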
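Assay system: CHO cells with stable CHOP pathway luciferase reporter; Buffer or medium: F12 plus 10% serum; Times: 16-18 h cell attachment, then 6 h compound exposure, 37 °C; Signal: luciferase luminescence; Read-out basis: percent activation relative to tunicamycin control; Control set: tunicamycin high control, DMSO low control.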
Numbers without * were called inactive.

item	canonical_smiles	Mdm2-MdmX inh	APJ agonist	697 NFkB inh	XBP1 UPR activ	Jurkat NFkB inh	tim23-1 inh	APJ antag	UPR CHOP act
1	Cc1cc(NC(=O)CCC(=O)N(CC(=O)NC2CCCC2)Cc2cccs2)no1	10	-4	10	-1	10	10	7	-1.9
2	CC(=O)NNC(=O)N1Cc2ccccc2Oc2ccc(Cl)cc21	11	-2	20	-3	9	-6	-8	-1.0
3	COC(=O)c1cccc(NC(=O)Cc2ccccc2[N+](=O)[O-])c1C	8	3	1	1	-11	8	13	2.4
4	COc1ccc(N2CCN(CCCNC(=O)CN3C(=O)COc4ccccc43)CC2)cc1	3	-2	-3	-2	3	-11	-21	0.5
5	CCCn1c(SCC(=O)N(C2CCCCC2)C2CCS(=O)(=O)C2)n[nH]c1=O (stereo not drawn)	-2	-4	22	-1	20	10	-3	-0.5
6	CSCCC(NS(=O)(=O)c1cc(C(=O)O)ccc1Cl)C(=O)O (stereo not drawn)	25	-3	16	1	7	-15	16	-1.9
7	O=C(NCc1ccc(F)cc1)C1CCCN(C(=O)Nc2ccccc2)C1 (stereo not drawn)	9	1	12	0	-2	13	-2	-2.2
8	CCCn1c(N)c(N(CCOC)C(=O)c2c(CC)noc2C)c(=O)[nH]c1=O	9	-2	-4	-1	0	-13	11	1.3
9	COCCn1c(SCc2ccc(Cl)cc2)nc2c1c(=O)[nH]c(=O)n2C	-17	2	-44	6	-7	10	-3	0.6
10	COC(=O)c1ccc(/C=N\N2CCN(c3ccccc3)CC2)cc1	-9	2	-114	4	-36	7	-11	4.8
11	CCOC(=O)c1cnn2c(N)c(C#N)nnc12	-11	-1	17	4	-10	-9	9	1.0
12	COc1ccccc1/C=N/NC(=O)c1nnn(-c2nonc2N)c1-c1cccs1	4	5	1	-2	-3	15	8	-0.8
13	Cc1oc(C)c(C(N)=O)c1C(N)=O	-10	-3	-10	0	-12	-9	-2	2.5
14	Cn1c(=O)c2c(nc(N3CCOCC3)n2C/C=C/c2ccccc2)n(C)c1=O	22	-2	5	0	9	4	-3	-1.2
15	CC(C)C[C@H](NC(=O)c1[nH]cnc1C(=O)N[C@@H](C)C(=O)OCc1ccccc1)C(=O)OC(C)(C)C	-8	11	-17	-5	2	35	-17	-0.8
16	CC(NCCc1ccc(O)cc1)C(O)c1ccc(O)cc1 (stereo not drawn)	2	-6	19	-9	1	-8	6	-0.2
17	O=C(CP(=O)(CO)CO)c1ccc(Cl)cc1	13	-2	2	-2	2	9	16	-0.6
18	Cc1ccccc1OCC(=O)Nc1ccc(S(=O)(=O)N2CCOCC2)cc1	-21	2	10	0	-1	29	7	0.1
19	COc1ccccc1NC(=O)CC(=O)c1ccccc1	-6	-4	-7	2	8	17	-5	3.3
20	CCOC(=O)C1=C(C)Nc2ncnn2C1/C=C/c1ccccc1 (stereo not drawn)	27	-4	6	1	5	12	-8	1.6
21	O=C(CCCNC(=O)c1ccc(Cl)cc1)Nc1ccc(F)c(S(=O)(=O)N2CCOCC2)c1	-4	-2	-2	-3	4	8	14	-0.3
22	COc1ccccc1CCNC(=O)Cn1ccc2cc(S(=O)(=O)N3CCC(C)CC3)ccc21	-6	4	-33	-6	9	4	12	5.4
23	COc1ccc(C(=O)CCC(=O)Nc2cc(Cl)c(O)c(Cl)c2)cc1	24	-1	15	2	-25	3	-7	0.6
24	O=C(CCC(=O)N1CCOc2ccccc21)NCc1cccnc1	-12	-2	2	3	1	-18	10	-1.9
25	CCCc1cnc(N2CCN(C(=O)c3ccccc3)CC2)nc1	-1	-1	0	-7	-4	22	10	0.7
26	CC(Oc1ccc(Cl)cc1)C(=O)Nc1ccccc1N1CCOCC1 (stereo not drawn)	13	-3	17	-5	11	33	-2	0.7
27	Nc1cc(=O)[nH]c(SCC(=O)Nc2ccc(S(=O)(=O)N3CCCC3)cc2)n1	12	-2	18	-1	4	6	-6	0.1
28	CCN(CC)S(=O)(=O)c1ccc(N2CC(C(=O)NCCc3c[nH]c4ccccc34)CC2=O)cc1 (stereo not drawn)	0	-2	-1	-1	2	10	-1	-1.8
29	N=C1/C(=C/c2cccn2Cc2ccc(Cl)cc2)C(=O)N=C2SC=CN12	22	0	-19	3	13	-16	-5	2.8
30	O=C(C[n+]1cccc(C(=O)N/N=C/c2ccc(Br)cc2)c1)c1ccccc1	0	2	17	1	-11	10	2	-1.2
31	Cc1ccc(OCCn2cc(C#N)c3ccccc32)cc1	26	-4	9	-4	18	-1	24	0.5
32	COc1ccc(Nc2cc(C(=O)NCCCN3CCN(C)CC3)c3ccccc3n2)cc1OC	43	-2	3	-1	-27	12	5	1.0
33	CN(C)c1ccc(CN(C(=O)c2ccco2)C2CCS(=O)(=O)C2)cc1 (stereo not drawn)	13	-2	9	-1	3	14	5	0.6
34	COc1ccccc1-c1nc(C#N)c(N2CCC(C(N)=O)CC2)o1	-21	-1	-12	0	-9	1	-15	-0.8
35	COc1ccccc1NC(=O)C(C)N(C)Cc1ccc(Cl)s1 (stereo not drawn)	-4	0	-2	3	13	-8	7	-0.7
36	O=C(c1ccc(Br)cc1)N(Cc1nc2ccccc2c(=O)[nH]1)C1CCCC1	7	-3	-23	-1	-7	32	5	-0.2
37	O=S(=O)(Nc1ccccc1)c1ccc(NS(=O)(=O)c2cccs2)cc1	25	-2	17	3	7	5	12	0.0
38	O=C(Nc1ccc(Br)cn1)c1ccc([N+](=O)[O-])cc1Cl	-125	3	-105	4	-98	6	-15	1.7
39	CCC(C(=O)NCCc1ccc(C)cc1)n1nc(C)c2c(C)n(-c3ccccc3)nc2c1=O (stereo not drawn)	15	-2	3	-3	4	9	0	-1.0
40	CCC1(C)Cc2nc3[nH]c(=S)n(-c4ccccc4)c(=O)c3cc2CO1 (stereo not drawn)	-3	-5	-16	-1	8	-15	16	0.7
41	CN(CC(=O)Nc1c(Cl)cccc1Cl)C(=O)c1cccn1C	23	1	-21	-5	6	-9	11	-0.7
42	O=C(/C=C/c1cccs1)Nc1nc(-c2ccccc2)cs1	-12	0	-33	5	-36	16	1	4.3
43	CCCCNC(=O)c1onc(CSc2cccc(F)c2)c1C(=O)O	10	-1	5	1	-4	-3	4	0.8
44	C#Cc1ccc([C@@H]2C=C(C(=O)O)O[C@H](OCc3ccc(CO)cc3)C2)cc1	13	1	13	-3	1	8	0	-1.1
45	CCn1c(CCc2ccccc2)n[nH]c1=S	-22	-4	-6	1	-9	14	5	1.5
46	Cc1cc2ccccc2n1CCC(=O)O	-3	-1	14	-4	2	18	-17	-0.5
47	Cc1ccc(OCC(=O)N2CCCC(CO)(CCOc3ccccc3)C2)cc1 (stereo not drawn)	32	1	25	-6	14	31	13	2.4
48	COC(=O)CSc1nnc(-c2ccco2)n1-c1ccc(C)cc1	15	-1	15	3	15	20	-7	-3.7
49	COc1ccc(N(CCCN2C(=O)c3cccc4cccc(c34)C2=O)C(=O)c2cccnc2)cc1	15	0	-2	-1	8	17	17	1.2
50	CCCNC(=S)N1CCC(NC(=O)c2cccc(C)c2)CC1	-7	2	-10	-7	0	10	16	0.5

Carrying on:
item	canonical_smiles	Mdm2-MdmX inh	APJ agonist	697 NFkB inh	XBP1 UPR activ	Jurkat NFkB inh	tim23-1 inh	APJ antag	UPR CHOP act
51	O=C(CNCc1ccccc1Cl)Nc1ccc(C(=O)N2CCCCC2)cc1	8	-5	-3	0	3	0	18	0.8
52	CCCc1[nH]nc2c1C(C1CCCCC1)C(C#N)=C(N)O2 (stereo not drawn)	49	-4	-18	0	-9	3	-10	5.8
53	CN(C)S(=O)(=O)c1ccc(C(=O)Nc2cccc(C(=O)N3CCOCC3)c2)cc1	-2	-4	4	-3	3	-5	13	0.5
54	Cc1cc(C)nc(SC2CC(=O)N(c3ccc(Cl)cc3)C2=O)n1 (stereo not drawn)	5	-3	4	-6	-17	11	16	-3.8
55	CCOC(=O)c1sc(NC(=O)CCCn2nc([N+](=O)[O-])c(Cl)c2C)c(C(=O)OCC)c1C	22	-4	7	0	3	10	11	2.2
56	CCOC(=O)c1sc(=S)n(-c2ccc(OC)cc2)c1N	9	3	-25	-1	-5	4	11	-2.1
57	CCOC(=O)c1nn(-c2cccc(C)c2)c2nnc(Cc3ccc(C)cc3)c(=O)n12	-8	2	-25	-1	0	7	1	2.6
58	Cc1cc(Br)ccc1NC(=O)CN(C)C(=O)C1CSC2(C)CCC(=O)N12 (stereo not drawn)	8	-2	15	-3	4	14	-4	0.2
59	NC(=O)c1cc(Cc2ccccc2)sc1NC(=O)c1ccco1	-132	-4	-93	4	-95	60*	-15	3.5
60	CC1(C)c2cc(Cl)ccc2-n2c1cc(O)c(-c1ccccc1)c2=O	4	1	17	-4	13	62*	-4	0.5
61	Cc1ccc(NC(=O)COC(=O)c2cc(Cl)ccc2[N+](=O)[O-])c(C)c1	-7	5	18	-1	10	8	-33	3.0
62	CC(C(=O)NCc1ccccc1Cl)N1C(=O)c2ccccc2C1=O (stereo not drawn)	13	-1	-1	-3	11	-1	-8	2.5
63	O=C(CNC(=O)c1ccc2c(c1)OCCO2)N/N=C/c1cccc(Br)c1	-2	-3	10	-4	-2	5	4	-1.2
64	CCCCn1c(SCC(=O)NCc2ccc(OC)c(C(=O)O)c2)nc2cc(S(N)(=O)=O)ccc21	18	-4	17	-1	10	-12	-16	0.3
65	CCCN1C(=O)/C(=C/c2ccncc2)SC1=S	12	1	21	0	2	46	-53	0.9
66	CC(C)C(=O)NC(c1ccc([N+](=O)[O-])cc1)c1c(O)ccc2ccccc12 (stereo not drawn)	34	4	3	-1	-5	25	1	-1.3
67	CCOc1c([N+](=O)[O-])cc2c(C)c(C(=O)N3CCN(C)CC3)oc2c1OCC	-14	1	7	3	-14	6	-9	1.8
68	Cn1cnnc1SC1CCCCC1NS(=O)(=O)c1ccc(Cl)cc1 (stereo not drawn)	0	2	15	-2	11	10	15	-0.8
69	O=C(CSc1nnnn1C1CCCCC1)Nc1ccc2c(c1)OCO2	13	0	-3	1	-2	11	15	-0.2
70	Cc1ccc(-c2cc(C(=O)N3CCCC3)no2)cc1	-8	0	-143	-9	-57	20	-13	-6.1
71	Cc1cc(-c2nnc(CCC(=O)NCc3ccc(OC(F)(F)F)cc3)o2)no1	4	0	12	-1	-1	-10	6	0.6
72	CCN1C(=O)/C(=C/C=C2/CCCN2C)OC1=S	-2	-4	-18	5	-21	2	18	3.9

Reformatted: results already given
63. O=C(CNC(=O)c1ccc2c(c1)OCCO2)N/N=C/c1cccc(Br)c1
  Mdm2-MdmX inh: -2
  APJ agonist: -3
  697 NFkB inh: 10
  XBP1 UPR activ: -4
  Jurkat NFkB inh: -2
  tim23-1 inh: 5
  APJ antag: 4
  UPR CHOP act: -1.2

64. CCCCn1c(SCC(=O)NCc2ccc(OC)c(C(=O)O)c2)nc2cc(S(N)(=O)=O)ccc21
  Mdm2-MdmX inh: 18
  APJ agonist: -4
  697 NFkB inh: 17
  XBP1 UPR activ: -1
  Jurkat NFkB inh: 10
  tim23-1 inh: -12
  APJ antag: -16
  UPR CHOP act: 0.3

Quoted at random: 3 compounds from above
item	canonical_smiles	Mdm2-MdmX inh	APJ agonist	697 NFkB inh	XBP1 UPR activ	Jurkat NFkB inh	tim23-1 inh	APJ antag	UPR CHOP act
70	Cc1ccc(-c2cc(C(=O)N3CCCC3)no2)cc1	-8	0	-143	-9	-57	20	-13	-6.1
71	Cc1cc(-c2nnc(CCC(=O)NCc3ccc(OC(F)(F)F)cc3)o2)no1	4	0	12	-1	-1	-10	6	0.6
61	Cc1ccc(NC(=O)COC(=O)c2cc(Cl)ccc2[N+](=O)[O-])c(C)c1	-7	5	18	-1	10	8	-33	3.0
